CHO parental Ca – counter-screen: ATP calcium response change in parental CHO cells; parental CHO-K1, ATP-induced calcium, Fluo-8 fluorescence; inhibition, % at 5.6 µM; 330,000 tested, 0.63% active;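 active = inhibition above that plate's mean sample inhibition plus 3 SD, cut at about 26% in these data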;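 also: 0% = ATP-challenged DMSO wells and 100% = DMSO wells without ATP; some compounds past the cut are filed as inactive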
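Assay system: parental CHO cells; Read-out basis: percent inhibition of ATP-evoked calcium rise, normalized to controls; Benchmarks: ATP and no-ATP DMSO wells; Compound dosing: single nominal dose of 5.6 µM per compound; Signal: Fluo-8 calcium dye fluorescence; Also added: ATP as calcium-mobilizing challenge; Repeats: singlicate.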
M1 PAM parental – M1 PAM counterscreen hit in parental CHO-K1 cells | 360,000 tested, 0.02% active | activation, % at 3 µM | AID 602247 | ATP EC20, Fluo-8 calcium fluorescence; 0% at ATP EC20, 100% at ATP max;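 active = activation above the run cutoff, the mean activation of all test compounds plus 3 SD, cut at about 40% in these data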;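 also: peak over basal fluorescence ratio in a 140 s read after ATP addition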
GPR7 antagonist – blocks human GPR7 receptor signaling | P48145 | GPR7-expressing cells, fluorescence antagonist assay | inhibition, % at 4.4 µM | 290,000 tested, 1.1% active; in the data active = inhibition above about 16%, passing the limit was not always enough;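 also: cells stimulated with the agonist NPW; 0% = agonist with vehicle and 100% = vehicle without agonist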
Target sequence (P48145 whole entry, looked up): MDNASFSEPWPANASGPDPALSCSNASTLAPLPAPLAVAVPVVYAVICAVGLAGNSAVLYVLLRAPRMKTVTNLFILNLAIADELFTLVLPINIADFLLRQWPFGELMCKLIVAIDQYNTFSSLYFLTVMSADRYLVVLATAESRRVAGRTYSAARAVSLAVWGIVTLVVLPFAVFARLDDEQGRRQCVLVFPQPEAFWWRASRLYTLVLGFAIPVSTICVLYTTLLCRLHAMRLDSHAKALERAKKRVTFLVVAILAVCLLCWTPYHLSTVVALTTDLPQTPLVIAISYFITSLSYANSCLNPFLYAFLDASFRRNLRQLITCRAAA
OXTR potentiate – potentiates the human oxytocin receptor response | P30559 | CHO-OTR cells, Fluo-8 calcium fluorescence, potentiator mode; 0% = oxytocin EC15, 100% = EC100 | activation, % at 3 µM | 320,000 tested, 0.061% active | AID 2445;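 active = activation above that plate's cutoff, the mean activation of tested compounds plus 3 SD, cut at about 6.6% in these data, passing the limit was not always enough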;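 also: 100% uses oxytocin at 75 nM as the full agonist control; some results filed as inactive read as strong as hits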
Target sequence (P30559 whole entry, looked up): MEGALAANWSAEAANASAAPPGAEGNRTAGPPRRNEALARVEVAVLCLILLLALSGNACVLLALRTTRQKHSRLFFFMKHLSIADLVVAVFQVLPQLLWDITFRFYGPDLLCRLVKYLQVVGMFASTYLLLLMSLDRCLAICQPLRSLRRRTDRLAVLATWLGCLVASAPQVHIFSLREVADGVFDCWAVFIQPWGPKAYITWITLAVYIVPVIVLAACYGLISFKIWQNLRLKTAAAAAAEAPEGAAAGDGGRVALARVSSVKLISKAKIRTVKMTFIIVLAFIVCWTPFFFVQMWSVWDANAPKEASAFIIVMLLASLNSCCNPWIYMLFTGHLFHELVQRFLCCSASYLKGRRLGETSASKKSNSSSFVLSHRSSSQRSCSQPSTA
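Measured by – Fluo-8 calcium dye fluorescence · Test system – human OTR in CHO cells · Dosing – one concentration, 3.0 µM compound · Controls – EC15 oxytocin alone as 0%, 75 nM oxytocin as 100% · Evaluation – normalized max/min fluorescence ratio, % activation · Timing – 6 min pre-incubation, 100 s read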
CHO-K1 Ca antag – M1 antagonist counterscreen hit in parental CHO-K1 cells | ATP-induced calcium, Fluo-8 fluorescence | inhibition, % at 3 µM | 360,000 tested, 0.6% active | AID 602250;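 active = inhibition above a per-plate cutoff, the plate's mean sample inhibition plus 3 SD, cut at about 24% in these data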;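 also: 0% = DMSO plus EC80 ATP and 100% = DMSO alone without ATP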
CHO-K1 Ca ag – M1 agonist counterscreen hit in parental CHO-K1 cells; Fluo-8 calcium fluorescence; scaled to maximal ATP response, vehicle zero; activation, % at 3 µM; 360,000 tested, 0.48% active; in the data active = activation above about 15%;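 also: untransfected CHO-K1 host cells lacking M1 receptor as counterscreen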
OXTR agonist – activates the human oxytocin receptor; CHO-OTR cells, Fluo-8 calcium fluorescence; normalized: DMSO 0%, oxytocin 100%; AID 2435; activation, % at 3 µM; P30559; 320,000 tested, 0.32% active;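 active = activation above the mean of all tested compounds plus 3 SD, cutoff set per screening run, cut at about 20% in these data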;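 also: peak over basal fluorescence ratio from a 100 s FLIPR kinetic read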
V1R ag counter – V1a receptor agonism, counter-screen for OXTR agonists; 320,000 tested, 0.25% active; CHO-V1R cells, Fluo-8 calcium fluorescence, agonist mode; 0% DMSO, 100% 3 nM vasopressin; AID 2797; activation, % at 3 µM; P37288;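 active = activation above the mean activation of all tested compounds plus 3 SD, per screening run, cut at about 20% in these data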;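 also: signal is peak over basal fluorescence ratio across a 100 second FLIPR read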
TAAR1 antagonist – antagonists of human TAAR1 | AID 624466 | CHO RD-HGA16 TAAR1, Fluo-8 calcium fluorescence, antagonist | Q96RJ0 | inhibition, % at 3 µM | 360,000 tested, 1.5% active;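 active = inhibition above a per-plate cutoff, the mean inhibition of test compounds on that plate plus 3 SD, cut at about 49% in these data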;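 also: 0% = DMSO plus EC80 beta-PEA response and 100% = DMSO alone without agonist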
Target sequence (Q96RJ0 whole entry, looked up): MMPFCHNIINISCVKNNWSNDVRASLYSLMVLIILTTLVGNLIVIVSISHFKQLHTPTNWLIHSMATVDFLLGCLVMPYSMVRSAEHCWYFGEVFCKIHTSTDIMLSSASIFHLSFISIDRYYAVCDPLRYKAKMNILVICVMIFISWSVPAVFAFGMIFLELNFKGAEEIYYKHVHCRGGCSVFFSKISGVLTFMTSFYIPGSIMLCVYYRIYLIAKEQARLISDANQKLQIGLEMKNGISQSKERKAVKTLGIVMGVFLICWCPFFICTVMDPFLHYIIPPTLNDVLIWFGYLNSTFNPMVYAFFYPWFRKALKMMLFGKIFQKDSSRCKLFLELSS
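Assay system: RD-HGA16 CHO cells with stable hTAAR1 and Gα16 / Reagent: EC80 β-phenethylamine stimulus / Doses: 3 µM, single point / Timing: dye loading 75 min at 37 °C, then 30 min room temperature / Measured by: Fluo-8 intracellular calcium dye fluorescence, real-time kinetic reads / Controls: vehicle wells and EC80 agonist wells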
Numbers without * were called inactive; · = no result given.

SMILES | CHO parental Ca | M1 PAM parental | GPR7 antagonist | OXTR potentiate | CHO-K1 Ca antag | CHO-K1 Ca ag | OXTR agonist | V1R ag counter | TAAR1 antagonist
CCOc1ccccc1C(=O)N/N=C/c1coc2ccc(C)cc2c1=O | · | -6 | -14 | · | 2 | 0.5 | · | · | -5
CN=C(N)NCCC[C@H](N)C(=O)O | -8 | -3 | · | 0 | -12 | 0.0 | 0.1 | 0.4 | 1
O=C(CCc1nc2ccccc2c(=O)[nH]1)N1CCN(S(=O)(=O)c2cccc([N+](=O)[O-])c2)CC1 | 1 | -3 | · | -3 | -2 | 0.7 | -0.1 | 0.1 | -13
C=CCNC(=O)[C@H]1N2C(=O)c3ccccc3C2SC1(C)C (stereo partly specified) | -15 | -5 | -5 | -8 | -8 | 1.4 | -0.4 | 0.0 | -13
Cc1nn(C)c2ncc(C(=O)c3cc(F)ccc3O)cc12 | -6 | 22 | 2 | -13 | -26 | 6.4 | 4.9 | 7.3 | -20
Cn1cc(S(=O)(=O)Nc2ccc(F)c(Cl)c2)c(=O)n(C)c1=O | -12 | 11 | -5 | -5 | -9 | 0.7 | -0.7 | 1.1 | -8
COC(=O)c1ccc2nc(NC(=O)CSCC(=O)OCC(=O)c3ccccc3)sc2c1 | -7 | 31 | -5 | -1 | -12 | 2.3 | 0.0 | 1.7 | 36
c1ccc(-c2nnc3oc(-c4cccs4)nn23)cc1 | · | -2 | · | · | 0 | 1.6 | · | · | -10
CCOc1ccc(OCCCCNC(C)(C)C)cc1 | -2 | 16 | 6 | -6 | -10 | 2.1 | 0.0 | -0.2 | -3
C/C(N)=C(/C#N)C(=O)CSc1n[nH]c(-c2cccs2)n1 | -3 | 13 | -12 | 8 | -7 | 0.4 | 0.9 | 4.9 | 9
COc1ccccc1N1CCN(C(c2cc3ccc(C)cc3[nH]c2=O)c2nnnn2C2CCCC2)CC1 (stereo unspecified) | -25 | 4 | -9 | -12 | 2 | 0.3 | -0.6 | -0.1 | -4
Cc1ccc(C(=O)NCCc2csc(C)n2)cc1 | -6 | 20 | -2 | -7 | -6 | 1.0 | -0.8 | -0.3 | -5
CC1=C(C(=O)Nc2cccc(C(=O)N3CCN(c4cccc(C(F)(F)F)c4)CC3)c2)SCCO1 | 40* | -10 | 8 | -14 | -8 | 12 | 10 | 12 | 56*
COC(=O)c1ccc(NC(=S)N(Cc2cccnc2)Cc2ccco2)cc1 | 4 | 12 | -6 | -2 | -10 | 2.4 | 2.6 | 0.8 | 5
CCN(C(=O)COC(=O)CCOc1ccccc1)c1c(N)n(Cc2ccccc2)c(=O)[nH]c1=O | -14 | 10 | · | -3 | 4 | 3.4 | -1.0 | 0.3 | 0
CCOc1ccc(C(=O)Nc2ncn[nH]2)cc1 | 2 | -18 | -4 | -9 | 8 | -0.1 | -0.1 | 0.5 | -20
Nc1nc(NCCO)nc(N2CCCCCC2)c1[N+](=O)[O-] | 2 | 8 | -2 | -3 | -14 | 2.7 | 1.9 | 1.2 | 0
CCc1cc(=O)oc2c3c(cc(OCC(=O)NCCCOC)c12)OC(C)(C)CC3 | -13 | 12 | 10 | -7 | -9 | 1.3 | -0.1 | 1.4 | 11
O=C(CN1C(=O)CSC1=O)NC1CCCCC1 | 4 | -3 | 0 | -9 | 0 | 0.0 | 3.2 | 1.3 | -8
COc1cc2c(C(=O)NCc3ccccn3)cn(C)c(=O)c2cc1OC | -8 | 13 | -9 | -21 | 3 | 0.5 | 0.1 | -0.1 | -9
CCN1CCN(Cc2nc(N)nc(Nc3ccc(C)c(C)c3)n2)CC1 | -4 | -7 | -2 | 2 | 5 | -0.7 | 0.0 | 1.2 | -1
CC1CC(C)CN(C(=O)c2ccc(C(=O)c3ccccc3)cc2)C1 (stereo unspecified) | -8 | 11 | · | -13 | -18 | 3.8 | 0.4 | 1.5 | 5
N#Cc1cn(-c2ccccc2)nc1-c1ccco1 | -10 | -4 | 2 | 13* | -9 | 1.9 | -2.2 | -2.2 | 5
COc1ccccc1C(=O)Nc1ccc(-c2nnn(CC(=O)NCc3ccco3)n2)cc1 | 4 | -1 | -10 | -14 | -1 | -0.3 | 0.1 | -0.2 | 13
Nc1ccccc1SCC(=O)Nc1ccc2c(c1)OCCO2 | -2 | -10 | 6 | -9 | -13 | 2.1 | 0.0 | -0.1 | 3
Cc1nn(Cc2ccccc2)c(C)c1NC(=O)CCCn1nc([N+](=O)[O-])c(Cl)c1C | -14 | -7 | 19 | 0 | 8 | -0.1 | -1.0 | -0.4 | 6
CC(=O)NC(c1ccc(F)c(F)c1)c1nc(-c2cccc(C(C)C)c2)cs1 (stereo unspecified) | · | 14 | · | · | -6 | 0.6 | · | · | 5
Clc1ccccc1/C=N/N1CCN(Cc2ccccc2)CC1 | -7 | -7 | -10 | -9 | -5 | 1.0 | -2.0 | 0.8 | 10
CCNC(=S)NNC(=O)c1cc(C)nc2ccccc12 | 4 | 16 | -7 | -2 | -14 | 0.3 | 0.0 | -0.7 | -15
CCOc1ccc(CCNC(=O)c2cc(S(=O)(=O)N3CCOCC3)ccc2C)cc1OCC | -29 | 3 | · | -4 | 0 | 0.8 | -0.7 | -0.6 | -13
CC(=O)NCCNc1nc2c(-c3cccc(C)c3)nnn2c2ccccc12 | 8 | -12 | 6 | -21 | -6 | -0.2 | 0.0 | 0.2 | -5
C=CCNc1nc(C)c(CNc2c(C)cc(C)cc2C)nc1C#N | -18 | 16 | -20 | -12 | -11 | 0.7 | -0.5 | -0.6 | -7
COc1ccccc1NC(=O)CSc1ccc(-c2ccc(-n3ccnc3)cc2)nn1 | -23 | -13 | · | -3 | -3 | 2.9 | -2.3 | 0.7 | 27
CCn1c(-c2ccccc2SC)n[nH]c1=S | 8 | 7 | -13 | -3 | -2 | 0.1 | 0.1 | 0.7 | -10
CCS(=O)(=O)N1Cc2ccccc2CC1C(=O)Nc1ccc(F)c(F)c1F (stereo unspecified) | -25 | 13 | -8 | 5 | -9 | 1.4 | -0.5 | -1.4 | 13
COc1ccccc1Nc1nc(NCc2ccco2)nc(N)c1[N+](=O)[O-] | -32 | 7 | -23 | 9 | -8 | 0.8 | -2.3 | -0.4 | -32
O=C(C1=NOC2(C1)C(=O)Nc1ccccc12)N1CCOCC1 (stereo unspecified) | · | 2 | · | · | -9 | 0.2 | · | · | -18
CC(C)N1CCC(NC(=O)NC2CCCCC2)CC1 | -9 | 5 | -9 | -2 | -1 | 0.2 | 0.3 | 1.1 | -3
O=C(O)c1cc2cc(Cl)ccc2oc1=O | -13 | 9 | -7 | 0 | -15 | 0.0 | -0.3 | -0.3 | 2
CN(Cc1cccs1)C(=O)CSc1nnnn1C | -14 | 12 | 3 | 1 | -11 | -0.2 | 0.7 | 0.4 | 4
C=CCN(C(=O)CCC(=O)Nc1cc(C)on1)C(C(=O)NC1CCCC1)c1ccc(Cl)cc1 (stereo unspecified) | -26 | -17 | 3 | -8 | 2 | -0.3 | -2.0 | -0.8 | -27
O=C1C(Cc2ccccc2)Nc2ncnc(N3CCc4ccccc4C3)c2N1Cc1ccccc1 (stereo unspecified) | -3 | 33 | · | -3 | -27 | -0.5 | -1.1 | 1.4 | ·
CC(=O)N=c1sc2nc3ccccc3nc2n1N(C(C)=O)C(C)=O | 0 | 14 | -4 | -2 | -4 | 0.0 | -0.2 | -0.3 | -16
O=C(CCc1ccc(S(=O)(=O)NC2CCCCC2)cc1)Nc1ccccc1 | 2 | 19 | -6 | -21 | -8 | 4.6 | 4.3 | 6.1 | 9
O=C(CSc1ccccc1)Nc1ccc(N2CCN(c3ccccc3)CC2)c(F)c1 | 6 | 19 | 0 | -12 | -12 | 0.6 | 0.3 | 1.0 | 3
CCN(CC)S(=O)(=O)c1cc(C(=O)Nc2ccccc2C(=O)O)ccc1OC | 3 | -4 | -4 | 2 | -14 | -0.8 | 0.4 | 0.5 | -26
COc1ccc(CCNC(=O)C2CCCN2C(=O)Nc2ccccc2)cc1OC (stereo unspecified) | -7 | -7 | -5 | 7 | 4 | 0.6 | -0.9 | 0.0 | -11
COC(=O)c1ccc(NC(=O)CCN2CCN(CCC(=O)Nc3ccc(C(=O)OC)cc3)CC2)cc1 | -7 | -5 | -7 | -4 | 6 | 0.9 | 1.6 | 1.4 | 3
Cc1ccc(OC(C)C(=O)N(Cc2cccs2)C2CCS(=O)(=O)C2)cc1C (stereo unspecified) | -23 | -6 | 10 | -5 | -17 | 1.0 | -0.2 | -0.5 | -62
CCN(CC)CCOC(=O)c1ccc(NC(=O)c2cn(-c3ccccc3)nc2-c2cccs2)cc1 | · | 28 | -1 | · | 5 | 3.8 | · | · | 37
CCn1c(-c2ccccc2Cl)nn(CC(=O)Nc2ccc(OC)cc2)c1=S | 1 | 13 | -11 | -12 | -1 | 0.8 | -0.8 | 1.6 | -21
CC(O)c1ccc(OCCN(C)c2ccccn2)cc1 (stereo unspecified) | -1 | -1 | -2 | -7 | 2 | 1.1 | 0.7 | 1.4 | 1

Part of the list above in order of formula weight, low to high.
SMILES | CHO parental Ca | M1 PAM parental | GPR7 antagonist | OXTR potentiate | CHO-K1 Ca antag | CHO-K1 Ca ag | OXTR agonist | V1R ag counter | TAAR1 antagonist
O=C(CCc1ccc(S(=O)(=O)NC2CCCCC2)cc1)Nc1ccccc1 | 2 | 19 | -6 | -21 | -8 | 4.6 | 4.3 | 6.1 | 9
CCn1c(-c2ccccc2Cl)nn(CC(=O)Nc2ccc(OC)cc2)c1=S | 1 | 13 | -11 | -12 | -1 | 0.8 | -0.8 | 1.6 | -21
CCN(CC)S(=O)(=O)c1cc(C(=O)Nc2ccccc2C(=O)O)ccc1OC | 3 | -4 | -4 | 2 | -14 | -0.8 | 0.4 | 0.5 | -26
Cc1ccc(OC(C)C(=O)N(Cc2cccs2)C2CCS(=O)(=O)C2)cc1C (stereo unspecified) | -23 | -6 | 10 | -5 | -17 | 1.0 | -0.2 | -0.5 | -62
O=C(CSc1ccccc1)Nc1ccc(N2CCN(c3ccccc3)CC2)c(F)c1 | 6 | 19 | 0 | -12 | -12 | 0.6 | 0.3 | 1.0 | 3
O=C1C(Cc2ccccc2)Nc2ncnc(N3CCc4ccccc4C3)c2N1Cc1ccccc1 (stereo unspecified) | -3 | 33 | · | -3 | -27 | -0.5 | -1.1 | 1.4 | ·
CCN(CC)CCOC(=O)c1ccc(NC(=O)c2cn(-c3ccccc3)nc2-c2cccs2)cc1 | · | 28 | -1 | · | 5 | 3.8 | · | · | 37
COC(=O)c1ccc(NC(=O)CCN2CCN(CCC(=O)Nc3ccc(C(=O)OC)cc3)CC2)cc1 | -7 | -5 | -7 | -4 | 6 | 0.9 | 1.6 | 1.4 | 3

Assay outcomes from PubChem.

Rows are unselected, and some 3.5% of all compounds hit somewhere here.
